GPR55 beta-arrestin: selective activators of receptor GPR55 – imaging, U2OS cells, beta-arrestin-GFP redistribution, primary screen (AID 1961). U2OS GPR55 beta-arrestin-GFP redistribution imaging; higher % means a stronger effect. activation, % at 10 µM, or EC50 in µM where a hit was titrated. 290,000 compounds, 0.048% hits;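 active = activation above 40% with more than 50 cells counted in the well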;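 note: U2OS osteosarcoma cells stably expressing GPR55 and beta-arrestin-GFP; plate controls were DMSO negative control for no effect and LPI positive control for full effect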
GPR55 LPI antagonism: inhibition of LPI-stimulated GPR55 beta-arrestin translocation – imaging, U2OS, beta-arrestin-GFP, LPI agonist, primary screen (AID 2013); U2OS GPR55 beta-arrestin-GFP translocation imaging, LPI antagonism; higher % means a stronger effect; one-dose inhibition, % at 10 µM; IC50 in µM for titrated hits; 290,000 compounds, 0.13% hits;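 active = spots per cell inhibited over 60%, with over 100 cells counted and total cytoplasm intensity under 500,000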;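 note: U2OS cells stably carrying GPR55 and arrestin-GFP stimulated by 5 µM LPI near EC80; imaged beta-arrestin-GFP aggregate spots per cell after agonist stimulation; plate controls were LPI-stimulated DMSO wells for no effect and DMSO wells without LPI for full effect; some results filed as inactive read as strong as hits; confirmed hits need IC50 under 10 µM and bright autofluorescent wells are also inconclusive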
NOD2 inhibition: NOD2 signaling inhibitors, cell-based, luminescence, uHTS, HEK293 (AID 1566) | HEK293 NOD2/NF-kB luciferase reporter, luminescence; higher % means a stronger effect | one-dose inhibition, % at 4 µM; EC50 in µM for titrated hits | 290,000 compounds, 0.63% hits; note: many of its hits are not listed in these tables
T cell HTS: T cell immune modulation candidate; AID 2052; 330,000 compounds, 0.068% hits; 2C CD8+ T cell-vesicle binding, flow cytometry; stronger effect = lower value; calls only at 7 µM;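 active = response, share of CD8 T cells binding vesicles, and their 90th percentile fluorescence all below set limits, cut at about 80% in these data, passing the limit was not always enough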
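Material: murine 2C transgenic CD8+ T lymphocytes / Also added: QL9-peptide-loaded Drosophila micro-vesicles bearing Ld, ICAM-1 and B7-1 / Schedule: binding step 1.5 h, 37 °C, antibody labelling 20 min, ice / Signal: flow cytometry, PE anti-B7-1 (FL2) versus Alexa647 anti-CD8 (FL8), PFA-fixed / Evaluation: percent CD8+ FL2 mean versus row control / Benchmarks: naked versus QL9-loaded vesicles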
Myeloid diff 2: compounds promoting myeloid differentiation; ER-HoxA9 myeloid progenitors, lysozyme-GFP differentiation, flow cytometry; calls only at 10 µM; 360,000 compounds, 1% hits; AID 624256;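 active = normalized GFP-positive differentiation at or above the plate's own cutoff, the solvent-only control mean plus 3 SD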;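 note: cells exposed to compound for four days before flow analysis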
KOR beta-arrestin-1: kappa opioid receptor activators – cell-based, luminescence, uHTS, primary screen (AID 1777). activation, % at 10 µM, or EC50 in µM where a hit was titrated. KOR beta-arrestin recruitment, luminescence; higher % means a stronger effect. 280,000 compounds, 0.02% hits; in the data active = activation above about 50%, passing the limit was not always enough; note: a part of the inactive calls stands beside numbers as strong as those of hits
NOD1 inhibition: inhibition of NOD1-driven NF-kB reporter – cell-based, luminescence, uHTS, primary screen (AID 1578); NOD1-driven NF-kB luciferase reporter cells, luminescence; higher % means a stronger effect; inhibition, % at 4 µM; hits with a dose series show EC50 in µM; 290,000 compounds, 1% hits; in the data active = inhibition mostly above about 36%, no sharp cut-off; inactive = mostly below about 34%;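 note: HEK-293T reporter cells stimulated with the NOD1 agonist gamma-tri-DAP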
NTR1 agonist: agonists of NTR1, primary screen, imaging, U2OS cells, beta-arrestin-GFP, high content (AID 493036); NTR1-U2OS beta-arrestin-GFP spot imaging, agonist mode; activation, % at 20 µM; 330,000 compounds, 0.17% hits;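 active = activation at or above 40% of the spot to cytoplasm intensity ratio, with at least 20 cells analyzed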;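 note: 0% = DMSO without peptide and 100% = 100 nM NTR1 peptide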
Target sequence (P30989 whole entry, looked up): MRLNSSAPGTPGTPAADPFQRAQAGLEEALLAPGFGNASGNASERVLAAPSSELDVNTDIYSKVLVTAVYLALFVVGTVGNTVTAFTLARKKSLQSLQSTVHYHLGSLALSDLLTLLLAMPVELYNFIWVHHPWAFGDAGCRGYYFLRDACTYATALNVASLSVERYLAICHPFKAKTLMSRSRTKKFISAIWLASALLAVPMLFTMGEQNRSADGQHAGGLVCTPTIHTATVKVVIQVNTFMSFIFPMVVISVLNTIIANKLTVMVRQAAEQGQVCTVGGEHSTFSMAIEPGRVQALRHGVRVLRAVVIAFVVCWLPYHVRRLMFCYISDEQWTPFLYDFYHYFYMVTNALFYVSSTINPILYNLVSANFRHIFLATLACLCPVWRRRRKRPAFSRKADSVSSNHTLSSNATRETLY
KOR beta-arrestin-2: kappa opioid receptor blockers – cell-based, luminescence, uHTS (AID 1778) | 290,000 compounds, 0.091% hits | inhibition, % at 10 µM; hits with a dose series show IC50 in µM | KOR beta-arrestin recruitment, luminescence, antagonist mode; higher % means a stronger effect; note: strong numbers were not always called active
T cell HTS vesicle-bound %: also measured in T cell HTS; calls as there; double positive events, %; measured here: CD8+ vesicle-bound cell fraction;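 binding gate set so that unloaded-vesicle control wells show 10% double positive cells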
NTR1 agonist cell count 20 µM: recorded beside NTR1 agonist, whose call it bears; cell count; measured here: cell count, cytotoxicity flag
Myeloid diff 2 GFP+ MAC1+ %: recorded beside Myeloid diff 2, whose call it bears; GFP+ MAC1+ double positive, %; measured here: differentiation confirmed by MAC1 staining
* marks the source's active call; other numbers are inactive results; i = inactive; / = not tested or not shown; + = active, no number; & = joins results of further samples; [ ] = remark or other dose. Cut-off read from the data, not from the text of the source, unless noted: active = inhibition above about 50%; inactive = the rest.

Screens in order: GPR55 beta-arrestin, GPR55 LPI antagonism, NOD2 inhibition, T cell HTS, T cell HTS vesicle-bound %, Myeloid diff 2, Myeloid diff 2 GFP+ MAC1+ %, KOR beta-arrestin-1, NOD1 inhibition, NTR1 agonist, NTR1 agonist cell count 20 µM, KOR beta-arrestin-2
C/C(CC(=O)Nc1cc(C)ccn1)=N\NC(=O)c1ccc(C)cc1
 : 0.2%, -8.2%, 1.8%, i, 62.5, i, 0.4, /, -16.3%, -1.0, 94, -32.1%[20 µM]
COc1cc2c(cc1OC)CN(C(=O)CSc1nnc3scc(-c4ccccc4)n13)CC2
 : -0.2%, 9.9%, 6.9%, i, 65.9, i, 2.4, -2.4%, -22.6%, 1.3, 62, 23.8%
CCOCCCNC(=O)C1CCN(S(=O)(=O)N2CCCCC2)CC1
 : 0.0%, 1.2%, 17.1%, i, 38.7, i, 9.5, 7.7%, 10.1%, -1.4, 54, 12.7%
CC(C)COC(=O)Nc1ccccc1C(=O)N1CCOCC1
 : -0.1%, -4.0%, 7.7%, i, 35.5, i, 0.4, 0.5%, -15.4%, 0.0, 55, 20.0%
CC1C(=O)N2CCCc3cc(S(=O)(=O)N4CCC(C(N)=O)CC4)cc1c32 (configuration not stated)
 : -0.2%, -22.0%, 5.7%, i, 48.7, i, 2.6, 3.0%, -4.9%, -1.5, 46, -23.1%
CCC(=O)N1CCN(c2ccc(Cl)cc2NC(=S)NC(=O)c2ccco2)CC1
 : -0.1%, 9.2%, 20.8%, i, 40.7, i, 2.1, 3.3%, -6.1%, 3.9, 66, -6.6%
COc1ccccc1N(C(=O)CNS(=O)(=O)c1ccccc1)C(C(=O)NCc1ccco1)C(C)C (configuration not stated)
 : 0.2%, -14.3%, -4.5%, /, /, i, 1.4, -1.0%, -3.6%, /, /, -9.8%
CC1(C(=O)N(CC(=O)NC2CCCC2)C2CCCC2)CC(=O)N=C2C=CC=CN21 (configuration not stated)
 : 0.7%, 0.3%, -4.6%, i, 42.0, i, 5.2, -0.5%, -7.0%, -0.7, 89, -26.3%
Cc1cc(OCC(F)(F)C(F)(F)C(F)(F)C(F)(F)C(F)(F)C(F)F)nc(N)n1
 : -0.1%, -15.6%, 8.1%, i, 23.1, i, 0.7, 3.6%, 1.8%, 2.9, 100, -16.8%
CC(C)c1ccc(-c2nn[nH]n2)cc1
 : 0.3%, 3.3%, -31.2%, i, 13.1, i, 1.6, 22.0%, -19.1%, -0.4, 86, 29.1%
CC1(C)[C@H]2CC[C@]1(C)[C@@H](OC(=O)C[N+]1(C)CCOCC1)C2
 : -0.2%, 16.1%, -7.1%, i, 54.8, i, 0.3, 3.1%, -13.7%, 0.1, 55, 8.9%
CCc1cc(=O)oc2cc(C)cc(OCC(=O)NCC(O)c3ccccc3)c12 (configuration not stated)
 : -0.2%, 3.9%, 4.3%, i, 29.9, i, 0.8, -6.9%, -17.0%, -0.3, 51, 4.3%
COc1ccc(-n2c(COc3cccc4cccnc34)nnc2SCC(=O)O)cc1
 : 0.7%, 4.3%, 6.1%, i, 24.0, i, 0.8, -3.4%, -22.1%, 0.3, 42, -11.9%
CC1(C)C2CCC1(C)C(NCC(O)COc1ccc(C#N)cc1)C2 (configuration not stated)
 : -0.1%, 7.8%, -22.8%, i, 49.7, i, 0.4, 0.0%, -4.9%, -0.6, 84, 2.9%
O=C(Cc1ccc(Cl)cc1)Nc1ccccn1
 : 0.0%, 7.1%, 14.4%, i, 35.5, i, 0.5, -2.0%, -2.8%, 0.7, 55, 13.8%
CC(C)CNC(=S)NNC(=O)CC(C)O (configuration not stated)
 : 0.4%, 0.1%, -0.9%, i, 50.8, i, 0.2, -4.3%, -45.1%, 2.1, 34, -22.8%
CNC(=S)Nc1ccc2nc(C)oc2c1
 : -0.1%, 11.8%, 13.8%, i, 65.0, i, 0.7, -4.5%, -26.2%, 0.4, 67, -32.6%[20 µM]
CC(=O)Nc1ccc(NC(=O)c2c([N+](=O)[O-])cnn2C)cc1
 : -0.2%, 8.0%, 14.9%, i, 33.9, i, 0.5, -2.7%, -11.7%, 0.6, 61, 16.3%[20 µM]
CC(C)C(C)NC(=O)CN1C(=O)NC(C)(c2ccc3ccccc3c2)C1=O (configuration not stated)
 : -0.1%, 9.5%, 3.5%, i, 23.8, /, /, -3.5%, -4.9%, 0.2, 43, -18.9%
CC(OCc1ccccc1)C(NC(=O)OC(C)(C)C)C(=O)NCC1CCCO1 (configuration not stated)
 : -0.1%, 7.2%, 7.6%, i, 37.2, i, 2.9, 1.0%, -2.3%, 0.6, 83, -13.4%
CCn1c(SCC(=O)Nc2ccc(C)cc2)nnc1-c1ccc(O)cc1
 : -0.3%, -1.0%, 20.7%, i, 23.0, i, 1.0, 4.7%, -16.3%, -1.0, 100, 29.1%
CCOC(=O)C(=CNc1cc(OC)ccc1-n1cccc1)C(=O)OCC
 : 0.3%, -2.0%, 23.4%, i, 29.9, i, 0.3, 4.6%, -8.5%, 5.5, 55, -5.9%
C#Cc1ccc([C@@H]2C=C(C(=O)N3CCOCC3)O[C@H](OCCCCO)C2)cc1
 : 0.5%, -3.0%, 5.1%, i, 54.4, +, 7.9*, -1.1%, -18.3%, 0.2, 62, 1.3%
CC(C)(C)N(Cc1ccccc1)C(=O)COC(=O)CN1C(=O)NC2(CCCC2)C1=O
 : -0.1%, 18.7%, 5.8%, i, 17.8, i, 3.3, -1.5%, -27.2%, 1.3, 61, 6.7%
O=C(C(=O)N1CCOCC1)c1cn(CCOc2ccccc2)c2ccccc12
 : -0.1%, 8.8%, -11.5%, i, 29.4, i, 0.5, -6.9%, 1.0%, -0.9, 76, -5.3%[20 µM]
S=C(NCc1ccccc1)NC1CCSc2ccccc21 (configuration not stated)
 : 0.3%, 5.2%, 28.5%, i, 69.2, i, 0.7, -1.7%, 0.4%, 2.5, 68, -4.4%
O=c1c2c(-c3ccccc3)csc2nc2n1CCC2
 : -0.1%, 9.7%, 11.4%, i, 3.8, i, 2.6, 0.3%, -10.2%, -0.1, 47, 20.2%
Cc1ccc(S(=O)(=O)CCC(=O)NCCN2C(=O)S/C(=C\c3ccccc3)C2=O)cc1
 : 0.4%, -1.7%, -0.6%, i, 53.3, i, 0.7, -1.7%, -16.4%, 1.4, 55, 18.0%
CCOc1ncccc1C(=O)Nc1nc(SC)ns1
 : 1.0%, -2.7%, -23.5%, i, 7.8, i, 0.2, -2.7%, -48.7%, 1.9, 30, 28.9%
COc1cccc(CNn2cnnc2)c1OCc1ccccc1F
 : 0.0%, 29.7%, -10.9%, i, 7.2, i, 8.1, -1.0%, -8.5%, 1.0, 78, 9.1%
CCSc1nnc(NC(=O)C(CC)Oc2ccccc2)s1 (configuration not stated)
 : 0.4%, -4.6%, -4.1%, i, 20.8, i, 8.4, 30.2%, 2.9%, -0.9, 49, -18.7%
Cc1cccc(NC(=O)c2cc(-c3cc(C)cc(C)c3O)n[nH]2)c1
 : -0.3%, 10.7%, -25.0%, i, 25.7, i, 1.1, -3.6%, -15.5%, 38.3, 87, -10.9%
CC(C)c1ccc(NC(=O)CN2C(=O)COc3ccc(S(=O)(=O)N4CCOCC4)cc32)cc1
 : -0.1%, 8.5%, 0.6%, i, 23.1, i, 8.2, 6.6%, -33.2%, 0.9, 65, -43.0%
COc1ccc(NC(=S)Nc2ccccc2)cc1
 : 0.3%&0.0%, 15.6%&14.5%, -4.2%&-20.0%, i, 53.4&36.8, i, 1.1&0.2, -0.1%&0.5%, -20.3%&-4.2%, 0.9&0.6, 60&52, -18.2%&32.7%
COc1ccccc1N1CC(C)(C)C(=O)N(C(=O)c2ccc(Cl)cc2)C1=S
 : 0.3%, 21.9%, -7.3%, i, 42.0, i, 0.7, -1.5%, 1.4%, 6.4, 52, 31.9%
Cc1cccc(-n2nnc3c(=O)n(Cc4ccccn4)cnc32)c1
 : 0.1%, 3.0%, 22.0%, i, 32.8, i, 0.9, -3.3%, 13.7%, -0.9, 52, -6.1%
O=[N+]([O-])c1ccc(N2CCN(S(=O)(=O)c3ccccc3)CC2)c2cccnc12
 : 0.2%, 16.1%, -22.7%, i, 32.9, i, 0.2, /, -30.9%, 1.7, 44, -3.0%[20 µM]
CCOC(=O)N1CCN(C(=O)CSCC(=O)Nc2nc(-c3cccs3)cs2)CC1
 : -0.3%, -6.9%, -2.8%, i, 37.2, i, 5.2, 9.5%, -2.4%, 0.5, 50, -7.7%
O=C(CS(=O)c1ccccc1[N+](=O)[O-])Oc1ccc(Br)cc1 (configuration not stated)
 : -0.3%, -17.3%, -2.4%, i, 43.2, i, 0.1, -0.7%, -6.0%, 1.1, 44, -15.5%
O=C(Nc1cccc(Cl)c1)Nc1sccc1-c1nc2ccccc2s1
 : 0.1%, 6.2%, 4.0%, i, 12.6, i, 0.6, -3.8%, -3.5%, 2.9, 57, 10.0%
CCC(=O)OCC(=O)N=c1sccn1Cc1ccccc1Cl
 : 0.0%, 0.3%, 8.4%, i, 67.5, i, 4.5, 1.1%, -27.5%, 0.0, 44, -1.6%
Cc1cc(=O)oc2cc(OCC(=O)OCC(=O)Nc3c(C)n(C)n(-c4ccccc4)c3=O)ccc12
 : -0.3%, 7.3%, 15.9%, i, 52.6, i, 0.5, -2.3%, -17.0%, 0.4, 39, -4.7%
Cc1c(C#N)c(NC(=O)c2ccccc2)n(Cc2ccccc2)c1C
 : 0.7%, 23.4%, 5.2%, i, 53.1, i, 1.3, -6.2%, 4.8%, -1.2, 54, -3.0%

Not all compounds are listed; rates above refer to the full screens.
